# From PubChem
# FLuc modulator = qHTS profiling assay for firefly luciferase inhibitor/activator using purifed enzyme and Km concentrations of substrates (counterscreen for miR-21 project); Luciferin 4-monooxygenase (Photinus pyralis), P08659; purified FLuc, Km substrates, luminescence inhibition; Potency, µM (doses to about 57.5 µM), inactives show top-dose activity change, negative = inhibition, most hits filed as inhibitors; 6.9% of 360,000 active;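 also: plate controls were vehicle for no effect and reference inhibitor for full effect; nearly all actives have a fitted effect of over 55% in size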
#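 Biochemical qHTS of compounds, final roughly 60 µM downward over six points, against 10 nM purified firefly luciferase using Km concentrations of substrates (10 uM D-luciferin, 10 uM ATP) in Tris acetate pH 7.5 buffer; luminescence output.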
# RORg inh = qHTS for inhibitors of ROR gamma transcriptional activity; Drosophila S2 Gal4-RORgamma UAS-luciferase reporter, 20 h; 5.4% of 310,000 active; Potency, µM (top dose mostly 53.6 µM), for the others: at the highest dose activity change, negative = inhibition, usual class: inhibitors; Nuclear receptor ROR-gamma (Mus musculus), P51450; also: % is scaled to controls: 0 for no effect and ±100 for the full control effect; nearly all actives have a fitted effect of over 60% in size
#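 Drosophila Schneider cells stably carrying a metallothionein-driven Gal4 DBD–ROR gamma fusion and a UAS-Photinus luciferase reporter were exposed to compound for 1 hr, then induced with copper sulfate (700 uM final) for 20 hr at ambient temperature before luminescence reading.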
# VP16 counter = VP16 counterscreen qHTS for inhibitors of ROR gamma transcriptional activity; Drosophila S2 Gal4-VP16 UAS-luciferase, luminescence, 20 h; Potency, µM (highest dose often 53.6 µM), inactives show at the highest dose activity, negative = inhibition, hits mostly inhibitors; 3.5% of 310,000 active;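 also: Gal4-VP16 expression switched on by copper sulfate through the metallothionein promoter; % is scaled to controls: 0 for no effect and ±100 for the full control effect; nearly all actives have a fitted effect of over 50% in size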
# BRCA1 expr up = qHTS Assay to Identify Small Molecule Activators of BRCA1 Expression. MCF7-BRCA1-FFLuc reporter, luminescence, 48 h; response scale: scaled: vehicle 0%, 10 µM genistein 100%. Potency, µM (series often up to 46.1 µM), inactives show top-dose activation, hits mostly activators. 1.1% of 380,000 active. AID 624202, 2012; also: nearly all actives have a fitted effect of over 80% in size; some results filed as inactive show a strong effect at the top dose
#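 Cells: MCF7-BRCA1-FFLuc, 2000/well. Exposure: 48 h, 37 °C, 5% CO2. Read: luminescence, 15 min post-substrate. Controls: genistein 10 microM (maximal activation), DMSO (neutral).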
# ELG1 genotoxic = qHTS screen for small molecules that induce genotoxicity in human embryonic kidney (HEK293T) cells expressing luciferase-tagged ELG1; HEK293T ELG1-luciferase reporter, luminescence, 16 h; Potency, µM (highest dose often 46 µM), for inactives: top-dose activity change, positive = activation, hits mostly activators; 1.3% of 330,000 active; also: % of control where 0% means no effect; nearly all actives have a fitted effect of over 60% in size
#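 ELG1-luciferase HEK293T cells, 2,000/well; compound pinned in; 16 hr, 37 °C, 5% CO2; ONE-Glo, 30 min RT; luminescence on CCD imager.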
# MBNL1 CUG block = qHTS Assay for Inhibitors of MBNL1-poly(CUG) RNA binding | 0.036% of 280,000 active | TR-FRET MBNL1-His/biotin-(CUG)12 binding, 665/545 ratio | Potency, µM (highest dose often 57.5 µM), inactives show at the highest dose activity change, negative = inhibition, actives largely listed as inhibitors | AID 2675, 2010; active = well fitted inhibition curve with a large enough effect in the signal ratio, with a control signal flat, not every such curve was filed as active; inconclusive = small, poorly fitted or top-dose-only effect, or effect the other way, or a change in a side signal; inactive = no such curve, though single readings can be large or run the other way; the % refers to the signal ratio; also: % is scaled to controls: 0 for no effect and ±100 for the full control effect
#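 Compounds (final 92 nM to 58 uM) are added to His-tagged MBNL1 and biotin-(CUG)12, then terbium anti-His antibody and streptavidin-XL665 (5 nM final). After 60 min at room temperature, the 665/545 nm ratio is read.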
# CXXC DNA block = qHTS Fluorescence Polarization Assay for Inhibitors of MLL CXXC domain - DNA interaction; MLL-CXXC / FITC-HOXA9 DNA fluorescence polarization; Potency, µM (top dose mostly 115 µM), inactives show at the highest dose activity change, negative = inhibition, actives largely listed as inhibitors; 0.037% of 290,000 active; Histone-lysine N-methyltransferase 2A (Homo sapiens), Q03164; active = well fitted inhibition curve with a large enough effect in the polarisation, with a control signal flat, not every such curve was filed as active; inconclusive = small, poorly fitted or top-dose-only effect, or effect the other way, or a change in a side signal; inactive = no such curve, though single readings can be large or run the other way; the % refers to the polarisation
#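 Fluorescence polarization: 7 uM MLL-CXXC (stock) preincubated 5 min with compounds, then 50 nM fluorescein-HOX-A9 DNA (stock) added; 30 min ambient. Buffer 50 mM Tris-HCl pH 7.5, 50 mM NaCl, 1 mM DTT, 0.05% BSA.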
# p53 reactivator = qHTS assay for re-activators of p53 using a Luc reporter; H1299 p53-A138V BP100-luciferase reporter, luminescence, 24 h; Potency, µM (top dose mostly 92.2 µM), inactives show top-dose activity change, positive = activation, hits mostly activators; 0.063% of 320,000 active; also: % of control where 0% means no effect; nearly all actives have a fitted effect of over 45% in size
#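 H1299 (p53-null), stable ts p53-A138V + BP100-Luc; 1000 cells/well, Opti-MEM/10% FBS; cpd 4 pt, 1:5; 24 h, 37 deg C, 5% CO2; detection reagent 10 min RT; luminescence.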
# NPC1 promoter act = qHTS Assay for NPC1 Promoter Activators. Huh7 NPC1 promoter luciferase reporter, 24 h. Potency, µM (top dose mostly 9.22 µM), for the others: top-dose activation, usual class: activators. 2.4% of 320,000 active. AID 485313, 2010;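 also: % of control where 0% means no effect; nearly all actives have a fitted effect of over 60% in size; reporter is driven by a mutant NPC1 promoter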
#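 Luminescence read-out of NPC1 promoter-driven luciferase in stably transfected Huh7 cells; compounds delivered in DMSO and left 24 h at 37C, 5% CO2, qHTS titration format.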
# Rab9 prom act = qHTS Assay for Rab9 Promoter Activators; Huh7 Rab9 promoter-luciferase reporter, luminescence, 24 h; Potency, µM (top dose mostly 9.22 µM), for the others: top-dose activation, negative = inhibition, usual class: activators; 2.8% of 320,000 active; AID 485297, 2010; also: % of control where 0% means no effect; nearly all actives have a fitted effect of over 60% in size
#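 Measured in stably transfected Huh7 cells bearing a Rab9 promoter–luciferase construct: 24 h compound treatment at 37 °C, followed by luminescence detection.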
# uPA surface inh = qHTS for Inhibitors of Cell Surface uPA Generation | Potency, µM (highest dose often 38.3 µM), without a hit: at the highest dose activity change, negative = inhibition, usual class: inhibitors | cell surface uPA generation assay, qHTS | 0.31% of 330,000 active; active = well fitted inhibition curve with a large enough effect; inconclusive = small, poorly fitted or top-dose-only effect; inactive = no such curve, though single readings can be large or run the other way; tested in mouse RAW 264.7 cells; also: % is scaled to controls: 0 for no effect and ±100 for the full control effect; nearly all actives have a fitted effect of over 55% in size
# Active calls of the source: *; ? = inconclusive; . = not tested or not shown; & = joins results of further samples; [ ] = dose if it differs, or a comment. Unless noted, calls follow the shape of the dose curve; as a rule, active = well fitted curve in the direction sought with a large enough effect; inconclusive = small, poorly fitted or top-dose-only effect, or another doubt; inactive = no such curve, though single readings can be large; an effect the other way counts as inactive or inconclusive. Potency is read from the fitted curve at half-maximal effect. Not all compounds are listed. The share of hits here may be higher or lower than overall.
# Values run as follows: FLuc modulator | RORg inh | VP16 counter | BRCA1 expr up | ELG1 genotoxic | MBNL1 CUG block | CXXC DNA block | p53 reactivator | NPC1 promoter act | Rab9 prom act | uPA surface inh
COc1ccc(C(CNC(=O)c2ccc(-c3ccccc3)cc2)N(C)C)cc1OC (configuration not stated)
  5% | -11% | -1% | -34% | 5% | 0% | 1% | -1% | 1% | -8% | -2%
COc1cccc(CNc2ccc(S(=O)(=O)Nc3nccs3)cc2)c1O
  -4% | -3% | -10% | -24% | -7% | -3% | -2% | -4% | -5% | 3% | -4%
Cc1ccc(OCC(=O)Nc2ccccc2N2CCOCC2)c(C)c1
  -16% | ? | -15% | -1% | -6% | -20% | -4% | 5% | 14% | -3% | 14%
COc1ccc(NC(=O)CCCn2c(=O)c3sccc3n(Cc3ccc(C)cc3C)c2=O)cc1
  -1% | 12% | 0% | -33% | -5% | -4% | 11% | -8% | -4% | 1% | -5%
CCOC(=O)c1nc(Nc2ccccc2CC)c2ccccc2n1
  -4% | 19% | -5% | -26% | -10% | 12% | 7% | -3% | -2% | -1% | 0%
CCC(CC)NC(=O)CSc1nnc(-c2c[nH]c3ccccc23)o1
  -2% | -5% | 1% | 0% | 2% | . | 8% | -2% | -3% | 1% | 8%
Cc1nc2ccccc2n1/N=C/c1ccc([N+](=O)[O-])s1
  1% | -51% | 6.3µM* | -81% | -5% | ? | -6% | -20% | -16% | -34%[inhibitor] | 1%
CCn1ccnc1CN(C)C(=O)CCc1nnc(CCC2CCCCC2)o1
  4% | -16% | 9% | 1% | -10% | -2% | 1% | -3% | 0% | -1% | -2%
O=C(CNC(=O)c1ccccc1F)NCCCN1CCCC1=O
  1% | . | . | 8% | ? | . | . | 9% | 1% | 8% | 0%
Cc1ccccc1Nc1nc(N2CCOCC2)nc(N2CCOCC2)n1
  1% | -8% | -8% | -11% | 0% | 5% | 22% | 11% | 1% | -4% | 3%
CCc1ccccc1NS(=O)(=O)c1ccc2c(c1)C(C)(C)C(=O)N2C
  1% | -12% | -10% | 4% | -6% | -5% | . | 2% | -3% | 0% | 7%
C/C(=N/NC(=O)Cc1ccccc1)c1ccc(C)s1
  -19% | 15% | -5% | ? | 9% | 13% | -10% | 8% | 8% | 7% | -10%
CCC(=O)Nc1ccc(S(=O)(=O)Nc2cccnc2)cc1
  -1% | 17% | -17% | 12% | -5% | 5% | -18% | 2% | -3% | 3% | 6%
O=C(NCc1ccncc1)C1COc2ccccc2O1 (configuration not stated)
  -1% | 11% | -1% | 14% | 1% | 1% | 4% | -6% | 2% | 3% | 4%
Cc1cccnc1NC(=O)c1ccc(NS(=O)(=O)c2ccc3[nH]c(=O)[nH]c3c2)cc1
  1% | . | . | 1% | 0% | . | . | -3% | -2% | -1% | -1%
CCOC(=O)N1CCC(=NNC(=O)COc2ccc(C#N)cc2)CC1
  1% | 22% | -1% | -7% | 1% | -2% | 3% | -18% | -2% | 1% | 0%
COc1cccc(CN2CCNC(=O)C2CC(=O)NCCc2ccccn2)c1 (configuration not stated)
  4% | -5% | 17% | -3% | 0% | -8% | -6% | 1% | -2% | 0% | 1%
COCCn1c(SCC(=O)NCc2ccccc2)nc2ccccc21
  0% | 2% | -1% | 15% | 28% | 0% | -3% | -2% | 0% | ? | -1%
COc1ccc(OCCn2c(N)nc3ccccc32)cc1
  2% | -29% | -6% | 14% | -3% | -2% | -3% | . | 6% | 13% | -5%
Cc1cc(C(F)F)n2ncc(C(=O)NC3CCCCCC3)c2n1
  3% | 1% | 13% | 2% | 6% | 1% | 0% | -8% | -2% | -7% | -1%
COc1cc(C2N(c3cccc(Cl)c3)C(=O)C3CCCN32)cc(OC)c1OC (configuration not stated)
  0% | -10% | 7% | -19% | 5% | 9% | 0% | -8% | -1% | -6% | 14%
O=C(CN1CCCCC1)NNc1nc(-c2ccccc2)c2cc(Br)ccc2n1
  -2% | 0.5µM* | 1.6µM* | 2% | -6% | -1% | 1% | -5% | 3% | 2% | 2%
CS(=O)(=O)N(CC(=O)Nc1ccccc1Sc1ccccc1)c1ccc(F)cc1
  4% | ? | 3% | -47% | -9% | -4% | 1% | 1% | 2% | -9% | 0%
CCCC#CCN1CCN(C23CC4CC(CC(C4)C2)C3)CC1
  0% | -7% | -6% | -16% | -5% | 0% | -5% | 2% | -4% | -2%[1.84 µM] | 8%
CC1CCN(C(=O)c2cccc(S(=O)(=O)N3CCN(c4ccccc4)CC3)c2)CC1
  4% | . | . | -19% | 0% | . | . | 18% | -4% | -6% | 1%
Cc1cc(C)cc(N(C(=O)CNC(=O)c2cccs2)C(C(=O)NC2CCCC2)c2cccnc2)c1 (configuration not stated)
  -2% | 22% | -5% | 1% | -4% | 4% | -7% | 0% | 4% | -4% | 3%
CCCN(CCC)C(=O)C1CCN(c2cc(C)nc3c(-c4ccc(OC)c(OC)c4)c(C)nn23)CC1
  9% | -13% | -11% | 0% | -6% | -5% | -4% | -8% | -4% | 2% | -12%
O=c1cc(NCC2CCCO2)[nH]c(=O)n1-c1ccc(Cl)cc1 (configuration not stated)
  0% | -23% | -7% | 4% | 4% | -5% | 0% | -1% | -1% | -6% | 6%
CC(=O)C1(C)N(O)C(C)(C)C(c2cccs2)=[N+]1[O-] (configuration not stated)
  0.3µM* | 4.5µM* | 10µM* | 0% | 0.082µM* | -1% | -6% | -11% | 0.1µM* | ? | 4%
CCOC(=O)c1sc(NC(=S)NC(=O)c2ccc(OC)cc2)nc1C
  0% | 6.3µM* | 5µM* | -41% | 5% | 17% | 14% | . | -7% | -29% | 3%
O=S(=O)(c1cccc2cccnc12)N1CCN(c2ccc(F)cc2)CC1
  -1% | 35% | 1% | -2% | -1% | 0% | -14% | -1% | 1% | -14% | -7%
O=C(CSc1ccccc1)N1CCCC(N2CCN(c3ccccc3)CC2)C1 (configuration not stated)
  0% | 25% | -11% | -2% | -5% | 0% | 5% | 1% | -2% | 0% | -4%
CCOc1ccc(N2C(=O)CC(N(Cc3ccco3)C(=O)CC)C2=O)cc1 (configuration not stated)
  -10% | 8% | -17% | 5% | -1% | -10% | -2% | -4% | -7% | -4% | 12%
CCc1ccccc1N1CC23C=CC(O2)C(C(=O)OCC(C)C)C3C1=O (configuration not stated)
  0% | 3% | -7% | 1% | 1% | -14% | 0% | 4% | -3% | -1% | 19%
CC(C)OC(=O)c1cc2ccccc2oc1=O
  -9% | -9% | 1% | 18% | 0% | ? | -2% | 10% | -2% | 0% | 5%
COc1cccc(C(=O)Nc2nnc(-c3ccccc3)s2)c1OC
  12µM* | ? | -17% | 1.8µM* | ? | 16% | . | 14% | 2.5µM* | 1.8µM* | -19%
Cc1[nH]n(-c2ccccc2)c(=O)c1N=Nc1ccc(F)cc1
  2.7µM* | -25% | ? | 13% | ? | 0% | 1% | 14% | 28% | ? | -2%
COc1ccccc1Oc1coc2cc(O)ccc2c1=O
  -1% | 24%&17% | 4%&-1% | -4% | -1% | 2% | -2% | 1% | -1% | -5% | -5%
Cc1c(OCc2ccccc2)c(=O)ccn1Cc1ccc(F)cc1
  -1% | -13% | -16% | -7% | -7% | . | -3% | -4% | -23% | -4% | 2%
O=C1S/C(=C\c2cccs2)C(=O)N1c1ccc(O)cc1
  ? | -41% | -27% | 11µM* | ? | 11% | 9% | 16% | ? | ? | 6%
Cc1ccc(OCC(=O)Nc2ccc(N3CCOCC3)cc2)cc1
  2% | -17% | 3% | -1% | 0% | -2% | 0% | 1% | 7% | 4% | -11%
Cc1ccc(NC(=O)CN2CCC(C(=O)c3ccc(F)cc3)CC2)cc1
  3% | 15% | 4% | -18% | -4% | -26% | 1% | -2% | -1% | -1% | 2%
O=C(OCCCCN1C(=O)c2ccccc2C1=O)c1ccc(Br)o1
  -1% | 19% | -4% | 17% | 2% | 2% | -1% | -15% | -1% | -5% | 6%
Cc1nn2cc(-c3cccc(Cl)c3)cnc2c1Br
  ? | 15% | 25% | 34% | ? | 4% | ? | -1% | -10% | 2% | -12%
CC(=O)c1ccc(N2CCN(C(=O)C3CCCN(c4ncnc5c4nc4n5CCCCC4)C3)CC2)cc1 (configuration not stated)
  -3% | 7% | -13% | 1% | -11% | 0% | 11% | -12% | -3% | -3% | 2%
